# Screening results (PubChem BioAssay)
# LAP4 TOR yeast = modulators of TOR pathway LAP4-GFP in S. cerevisiae; S. cerevisiae LAP4-GFP multiplex, flow cytometry GFP, 3 h; median GFP as percent of DMSO wells; GFP response vs DMSO, % at 10 µM; hit rate 0.34% among 320,000;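 active means GFP response vs DMSO above a set limit, about the screen mean plus 3 SD, cut at about 150% in these data; inconclusive means under 70 cell events counted for the yeast strain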
# RPL19A-GFP yeast = alters RPL19A-GFP fluorescence in TOR pathway yeast screen; percent response vs DMSO, % at 10 µM; S. cerevisiae RPL19A-GFP strain, flow cytometry, 3 h; active compounds read low; hit rate 0.3% among 330,000;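 active means percent response vs DMSO below 50%; inconclusive means fewer than 70 events counted for the yeast strain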;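 further: median channel GFP fluorescence of the barcoded RPL19A-GFP strain; ratio of sample median GFP to plate DMSO average so 100% = DMSO; lower means less RPL19A-GFP as with rapamycin TOR inhibition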
# proCasp3 act = activates human procaspase-3 | AID 463141 | activation, % at 8.5 µM | hit rate 0.11% among 330,000 | recombinant procaspase-3 D3A, Ac-DEVD-pNA absorbance 405 nm;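 active means activation above the mean of all tested compounds plus 3 SD, cut at about 21% in these data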;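 further: 0% = DMSO alone and 100% = DMSO wells spiked with extra 5 µM PC-3 D3A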
# Target sequence (P42574 whole entry D9A/D28A/D175A): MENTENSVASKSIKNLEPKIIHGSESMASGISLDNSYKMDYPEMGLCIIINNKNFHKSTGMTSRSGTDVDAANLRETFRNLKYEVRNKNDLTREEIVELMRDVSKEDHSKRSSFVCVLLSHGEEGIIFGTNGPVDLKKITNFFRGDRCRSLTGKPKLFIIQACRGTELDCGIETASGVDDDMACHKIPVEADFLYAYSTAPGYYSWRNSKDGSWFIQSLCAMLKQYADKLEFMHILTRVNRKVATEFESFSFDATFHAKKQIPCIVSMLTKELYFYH
#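 assay system = Procaspase-3 D3A mutant | signal = absorbance at 405 nm, 0 and 120 min | times = 1 h preincubation plus 2 h reaction at 25 °C | repeats = single replicate | read-out = % activation between DMSO and enzyme-spiked controls | medium = Zinc-free HEPES saline buffer with Triton X-100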
# procasp7 counter = counter-screen for procaspase-3 activators: activators of human procaspase-7 | P55210 | recombinant procaspase-7, Ac-DEVD-pNA absorbance 405 nm; D23A/D198A/D206A triple mutant, cannot self-cleave; scale: DMSO 0, 5 µM enzyme 100 | activation, % at 8.5 µM | hit rate 0.093% among 330,000 | AID 463210;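 active means percent activation above the screen-wide mean plus 3 SD, cut at about 25% in these data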
# Target sequence (P55210 whole entry D23A/D198A/D206A): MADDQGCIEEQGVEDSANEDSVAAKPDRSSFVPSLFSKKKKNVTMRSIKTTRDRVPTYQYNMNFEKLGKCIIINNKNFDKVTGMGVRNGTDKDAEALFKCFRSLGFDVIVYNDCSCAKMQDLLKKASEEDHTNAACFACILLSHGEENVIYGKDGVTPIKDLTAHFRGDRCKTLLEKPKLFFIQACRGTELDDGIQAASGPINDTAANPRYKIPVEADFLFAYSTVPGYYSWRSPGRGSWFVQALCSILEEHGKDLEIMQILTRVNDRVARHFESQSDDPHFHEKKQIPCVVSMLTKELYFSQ
#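 Detection: p-Nitroaniline absorbance at 405 nm, read at 0 and 120 min; system: Uncleavable procaspase-7 mutant enzyme; evaluation: % activation from two-timepoint absorbance difference, scaled to controls; times: 1 h enzyme–compound preincubation and 2 h substrate reaction, both 25 °C; buffer or medium: Zinc-free HEPES pH 7.4 with 300 mM NaCl, 0.01% Triton X-100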
# JMJD2C inh = human JMJD2C demethylase inhibition | Q9H3R0 | GST-JMJD2C(1-420) H3K9me3 demethylation, DELFIA europium | inhibition, % at 2.35 µM | hit rate 0.069% among 330,000;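 active means more than half of a compound's replicate wells show inhibition beyond 50%, single wells judged on their own value; inconclusive means some, but no more than half, of replicates pass 50% inhibition; inactive means no replicate passes 50% inhibition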;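 further: signal counts dimethyl H3K9 product captured on neutravidin plate; 0% = median of DMSO wells and 100% = 0.3 times that DMSO median; strong numbers were not always called active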
# Target sequence (Q9H3R0 1-420 limits assumed): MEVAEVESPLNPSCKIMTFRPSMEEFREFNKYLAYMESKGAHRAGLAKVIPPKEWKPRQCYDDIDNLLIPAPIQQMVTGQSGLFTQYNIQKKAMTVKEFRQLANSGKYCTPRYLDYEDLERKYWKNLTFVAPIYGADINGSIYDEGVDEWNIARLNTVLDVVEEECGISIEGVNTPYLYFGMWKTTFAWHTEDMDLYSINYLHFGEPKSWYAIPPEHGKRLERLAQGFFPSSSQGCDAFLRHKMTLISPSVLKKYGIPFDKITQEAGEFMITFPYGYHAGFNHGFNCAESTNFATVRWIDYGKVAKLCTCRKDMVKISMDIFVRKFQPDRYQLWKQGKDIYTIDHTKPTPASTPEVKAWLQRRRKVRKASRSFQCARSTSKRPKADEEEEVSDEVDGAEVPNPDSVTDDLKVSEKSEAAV
# MEP2 TOR yeast = yeast TOR pathway MEP2-GFP modulation; S. cerevisiae MEP2-GFP strain, flow cytometry GFP, 3 h; 100% = DMSO control level; GFP response vs DMSO, % at 10 µM; hit rate 0.51% among 330,000;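 active means GFP response versus DMSO above a set limit, roughly screen mean plus 3 SD, cut at about 180% in these data; inconclusive means fewer than 70 cells counted for a yeast strain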;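 further: median GFP fluorescence of the barcode-gated MEP2-GFP cells per well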
# Yeast superoxide = caloric restriction mimetics inhibiting age-related superoxide in yeast; hit rate 0.18% among 330,000; superoxide response (% of plate mean), % at 10 µM; S. cerevisiae aged cells, superoxide DHE fluorescence; active compounds read low;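 active means superoxide response under a set limit, about three screen SD below normal, cut at about 65% in these data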;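 further: yeast aged for seven days with compound at 30 °C before DHE staining; 100% = average MFI of all compound-treated wells on the plate with controls excluded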
# AHR activator = activators of human aryl hydrocarbon receptor; activation, % at 5 µM; AHR-responsive luciferase reporter cells, luminescence; hit rate 2.5% among 320,000; in the data active means activation above about 47%;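 further: 0% = vehicle wells and 100% = reference agonist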
# Active calls of the source: *; ? = inconclusive; nt = no result given.
SMILES,LAP4 TOR yeast,RPL19A-GFP yeast,proCasp3 act,procasp7 counter,JMJD2C inh,MEP2 TOR yeast,Yeast superoxide,AHR activator
CCn1cc(/C=N/NC(=O)c2ccc3c(c2)OCO3)cn1,100,96,4,-7,-31,97,106,26
CC(=O)c1cn(CCC(C)C)c(=O)[nH]c1=O,89,103,0,8,-2,97,105,-3
CC1(c2ccccc2Cl)NC(=O)N(CC(=O)Nc2ccc(N3CCOCC3)cc2)C1=O (stereo not drawn),93,103,8,-2,1,100,99,4
CCOC(=O)c1sc(NC(=O)CNC(=O)Cn2cnc3sc(C)c(C)c3c2=O)nc1C,86,94,-8,-4,-4,92,110,6
NC(=O)Cn1cnc2nc3n(c2c1=O)CCC3,93,92,1,2,23,95,118,3
C=CCn1c(SCc2cc(=O)n3ccsc3n2)nnc1C1CCCCC1,98,94,1,-2,-10,104,92,2
CC(C)Oc1ccc(C(=O)NC2CCN(Cc3ccccc3)CC2)cc1,95,94,-2,2,2,89,102,3
CC1CCN(S(=O)(=O)c2ccc(C(=O)Nc3ccccn3)cc2)CC1,81,88,1,10,-3,85,107,0
O=C1CC(N2CCN(C(c3ccccc3)c3ccccc3)CC2)C(=O)N1Cc1ccc(N2CCCC2=O)cc1 (stereo not drawn),95,96,-11,-21,-1,99,98,1
COc1cc(C=C2C(=O)c3ccccc3C2=O)cc(OC)c1OC,121,100,1,-7,-20,90,96,3
COCCN(C(=O)CSc1nc(-c2ccccc2)cn1N)c1c(N)n(Cc2ccccc2)c(=O)[nH]c1=O,106,99,9,-6,19,97,101,0
CCOC(=O)C1CCN(C(=O)CN(C)S(=O)(=O)c2ccc3c(c2)c(=O)n(C)c(=O)n3C)CC1,92,97,6,2,-17,96,121,-2
O=[N+]([O-])c1cc(C(F)(F)F)ccc1NCCOc1ccccc1,109,97,-16,-5,-16,96,95,0
CCC(=O)Nc1ccc(C(=O)OCc2ccc(Cl)c(Cl)c2)cc1,105,112,1,-2,-12,112,95,0
CC1(C)CC(=O)C2=C(C1)OC(N)=C(C#N)C21CCC2(CC1)OCCO2,100,101,-2,0,-9,114,91,1
Cc1c(S(=O)(=O)N2CCN(c3ccc(F)cc3)CC2)c(=O)n(C)c(=O)n1C,103,89,-7,4,-7,97,95,-5
COc1ccc(S(=O)(=O)N2CCOCC2)cc1NC(=O)COC(=O)c1[nH]c(C)c(C(C)=O)c1C,94,100,1,9,2,102,106,4
CN(Cc1ccccn1)C(=O)CC1C(=O)NCCN1Cc1cccc(Oc2ccccc2)c1 (stereo not drawn),101,106,1,-7,1,107,92,0
COc1cc(OC)cc(C(=O)N2CCN(C(=O)c3cccs3)CC2)c1,101,98,8,4,23,108,102,-2
Cc1ccc(C(=O)Nc2cccnc2Oc2ccc(Cl)cc2)cc1,128,97,10,-1,-16,98,89,3
COc1ccc(NC(=O)c2cc(S(=O)(=O)N3CCc4ccccc43)cn2C)cc1OC,102,99,15,1,-1,102,87,12
O=C(NCCCN1CCCC1=O)NC12CC3CC(CC(C3)C1)C2,99,100,-7,4,39,103,104,-1
O=C(NC(C(=O)c1ccccc1)n1cnccc1=O)c1ccccc1 (stereo not drawn),101,101,-9,-3,7,109,120,2
O=C(CN1C(=O)c2ccccc2C1=O)Nc1ccc(S(=O)(=O)N2CCOCC2)cc1,103,98,2,3,1,103,111,-1
COc1cc(/C=C/C(=O)O)cc(S(=O)(=O)Nc2ccc3c(c2)OCO3)c1OC,103,98,1,-1,-83,100,108,0
CC1CCC(NC(=O)C2CCN(c3c4c(nc5ncnn35)CCC4)CC2)CC1 (stereo not drawn),104,102,3,9,1,102,107,1
O=C1Cc2ccccc2C(c2ccccc2)N1 (stereo not drawn),104,100,4,7,2,105,109,-1
Cc1nc2nc(NC(=O)c3ccco3)nn2c(C)c1Cl,94,101,-1,9,1,99,100,3
COc1ccc(OC)c(Cc2nnc(CCC(=O)NC3C4CC5CC(C4)CC3C5)o2)c1 (stereo not drawn),91,98,7,5,7,102,99,6
COC(=O)C(C)N(C(=O)c1cccc(Cl)c1)c1c(C)cccc1C (stereo not drawn),102,99,-2,0,3,101,88,-2
COc1ccc(OC)c(S(=O)(=O)N2CCCCC2C(=O)O)c1 (stereo not drawn),102,102,9,7,5,104,87,0
CC(C)NS(=O)(=O)c1ccc(CCC(=O)NCc2cccnc2)cc1,88,94,-1,4,-26,95,97,15
O=C(CNC(=O)c1nc[nH]c1C(=O)NCC(=O)OCc1ccccc1)OCc1ccccc1,98,102,6,1,6,102,105,-2
C/C=C\C=C\C(=O)Nc1cccc(C2=NOC3(C2)C[C@@H](C(N)=O)N(C(=O)C(c2ccccc2)c2ccccc2)C3)c1 (stereo partly drawn),102,95,-10,-2,-7,84,97,1
Cc1ccc(CNc2ccc3c(c2)OCO3)cc1,145,104,-13,-7,-5,120,83,19
Cc1ccc(S(=O)(=O)NCC(=O)N(CC(=O)NC2CCCCC2)Cc2ccco2)cc1,101,100,5,-5,-14,106,89,1
CC(NC(=O)C(c1ccccc1)c1ccccc1)C(=O)O (stereo not drawn),100,96,1,2,-3,99,98,-2
Cc1ccc(-n2nc3c(=O)n(CCCC(=O)N4CCC(C)CC4)nc(C)c3c2C)cc1,111,102,1,-6,-2,105,99,0
COC(=O)CNC(=O)CSc1nc2c(sc(=S)n2-c2ccccc2)c(=O)[nH]1,114,97,nt,nt,-2,124,99,nt
Cc1csc(SCC(=O)Nc2nnc(C)s2)n1,89,100,0,8,5,102,100,4
O=C(NCCc1ccc(C(F)(F)F)cc1)c1ccc(Cl)nc1,98,102,-3,13,-1,103,97,-5
CCOC(=O)c1ccc(NS(=O)(=O)c2cnc[nH]2)cc1,101,102,-2,-4,-5,107,93,0
CC(=O)Nc1cccc(OCC(=O)Nc2ccccc2)c1,102,98,-1,7,?,101,109,20
CCN1C(=NCc2ccc(OC)cc2)N[C@@H](c2ccccc2)C(C(=O)OC)=C1C,110,94,6,-13,-5,94,96,-1
CC(C)(C)CC(C)(C)NC1=CC(=O)OC12CCCCC2,98,100,0,-4,10,103,95,0
CC(=O)N1CCOc2ccc(S(=O)(=O)N3CCC(C(=O)NCc4ccccc4)CC3)cc21,93,99,9,0,3,87,101,2
COc1ccc(C(=O)NCCS(=O)(=O)NC2CCCC2)cc1,112,98,9,1,-5,100,91,2
O=C(Cn1cnc2ccccc2c1=O)N1CCc2ccccc2C1,82,96,3,0,-2,83,108,-1

# Compound profiles, as listed above. Screens in order: LAP4 TOR yeast	RPL19A-GFP yeast	proCasp3 act	procasp7 counter	JMJD2C inh	MEP2 TOR yeast	Yeast superoxide	AHR activator
# Cc1csc(SCC(=O)Nc2nnc(C)s2)n1 is listed as 89	100	0	8	5	102	100	4
# O=C(Cn1cnc2ccccc2c1=O)N1CCc2ccccc2C1 is listed as 82	96	3	0	-2	83	108	-1

# Six consecutive entries from above, for reference:
SMILES,LAP4 TOR yeast,RPL19A-GFP yeast,proCasp3 act,procasp7 counter,JMJD2C inh,MEP2 TOR yeast,Yeast superoxide,AHR activator
CC1CCC(NC(=O)C2CCN(c3c4c(nc5ncnn35)CCC4)CC2)CC1 (stereo not drawn),104,102,3,9,1,102,107,1
O=C1Cc2ccccc2C(c2ccccc2)N1 (stereo not drawn),104,100,4,7,2,105,109,-1
Cc1nc2nc(NC(=O)c3ccco3)nn2c(C)c1Cl,94,101,-1,9,1,99,100,3
COc1ccc(OC)c(Cc2nnc(CCC(=O)NC3C4CC5CC(C4)CC3C5)o2)c1 (stereo not drawn),91,98,7,5,7,102,99,6
COC(=O)C(C)N(C(=O)c1cccc(Cl)c1)c1c(C)cccc1C (stereo not drawn),102,99,-2,0,3,101,88,-2
COc1ccc(OC)c(S(=O)(=O)N2CCCCC2C(=O)O)c1 (stereo not drawn),102,102,9,7,5,104,87,0

# (cont.)
SMILES,LAP4 TOR yeast,RPL19A-GFP yeast,proCasp3 act,procasp7 counter,JMJD2C inh,MEP2 TOR yeast,Yeast superoxide,AHR activator
Cc1ccc(C2=NN(C(=O)c3cccs3)C(c3ccccc3O)C2)cc1 (stereo not drawn),103,96,-3,-2,-21,99,114,0
COc1ccccc1CCC(=O)OCC(=O)Nc1c(Br)cc(C)cc1Br,117,105,11,-4,-4,111,98,0
COC/C=C/C1=CC2=CC(=O)C(C)(OC(=O)c3cnc4ccccc4n3)C(=O)C2=CO1 (stereo not drawn),108,100,0,-20,0,98,91,6
CS(=O)(=O)c1ccc2nc(NC(=O)c3cc4ccccc4o3)sc2c1,86,92,3,2,8,85,84,1
CCCCN1C2=NC(c3ccccc3)CN2c2ccccc21 (stereo not drawn),105,98,3,2,-9,103,94,4
O=C(Nc1ccc(S(=O)(=O)O)cc1)c1ccc2c(c1)S(=O)(=O)c1ccccc1C2=O,113,101,2,-4,-9,91,99,1
COc1ccc(C(CC(=O)c2ccccc2)CC(=O)c2ccccc2)cc1OC,98,101,-4,-6,-17,98,82,1
CCn1c(SCC(=O)Nc2ccc3[nH]c(=O)[nH]c3c2)nnc1-c1ccccc1,98,111,-17,-18,12,106,96,0
CCOC(=O)C1=NNC(C(=O)c2ccc(C)cc2)C1c1ccc(C)cc1 (stereo not drawn),110,102,10,-2,8,108,104,-2
CCOC(=O)C1(CCCc2ccccc2)CCN(C(=O)Cn2nc(C)nc2C)CC1,100,97,-2,8,11,94,99,10
NS(=O)(=O)c1cccc(NC(=O)COc2ccc([N+](=O)[O-])cc2)c1,101,101,-5,-3,-11,107,107,5
COc1ccc(/C=N/NC(=O)c2ccc3c(c2)NC(=O)C(C)(C)O3)cc1OC,99,107,3,6,-24,102,106,4
CN(Cc1nc(-c2cccnc2)no1)S(=O)(=O)c1ccc2ccccc2c1,107,102,-9,9,-9,95,99,4
O=C(Nc1ccc(-c2cn3ccccc3n2)cc1)c1cccs1,96,100,3,2,18,104,91,-4
C[C@H]1CN=C(N(C)C)N1CC1CCCCC1,98,100,-2,5,-1,109,107,5
O=C(Nc1ccccc1C(=O)O)c1ccc(Cl)c(S(=O)(=O)N2CCOCC2)c1,88,89,-2,4,-2,92,116,4
CS(=O)(=O)N1CCC(C(=O)Nc2ccc(Br)cc2F)CC1,105,106,-2,7,1,111,110,-1
Nc1nnc(SCC(=O)OCC(=O)Nc2ccccc2F)s1,107,99,2,8,-4,107,95,0
CCN(CC)c1ccc(S(=O)(=O)N2CCOCC2)cc1NC(=O)CSc1nncn1C,99,94,-2,-7,nt,95,99,-1
COc1cccc(NC(=O)CN(c2cccc(F)c2)S(C)(=O)=O)c1,95,100,-7,3,1,107,104,2
O=C(O)c1ccccc1NC(c1ccccc1)c1ccc(Cl)cc1 (stereo not drawn),101,99,-2,7,4,92,101,-1
CCOC(=O)CN(C)Cc1cn(C)nc1-c1ccc(Oc2ccccc2)cc1,97,103,0,1,16,111,95,0
CC/C(CC(C)(C)c1ccccc1)=N\O,99,97,3,14,7,107,85,1
O=C(COC(=O)c1ccc(O)cc1)Nc1cccc(S(=O)(=O)N2CCCCC2)c1,113,105,5,-7,12,98,97,-2
O=C(/C=C/c1ccccc1)OCCN1C(=O)c2ccccc2C1=O,101,102,-2,18,5,105,85,-2
CC(C)c1ccc(NC(=O)C2C3C=CC4(O3)C2C(=O)N(CCCN2CCOCC2)C4C(=O)NC2CCCCC2)cc1 (stereo not drawn),99,102,1,7,6,98,91,0

# Rows were taken by chance; overall some 3.8% were active at least once.
